Source: PubChem (several laboratories)
Rev-erbA mod: Rev-erb alpha (human) modulation; Rev-erbα–FITC-DNA binding, fluorescence polarization, 90 min; activity, % at 10 µM; 370,000 tested, 0.79% active; AID 1259318;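 active = activity above about 14%, limit read from the data; passing the limit was not always enough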;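 also: 0% = DMSO wells with 35 nM protein and 100% = DMSO wells with 750 nM protein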
Target sequence (P20393 whole entry, looked up): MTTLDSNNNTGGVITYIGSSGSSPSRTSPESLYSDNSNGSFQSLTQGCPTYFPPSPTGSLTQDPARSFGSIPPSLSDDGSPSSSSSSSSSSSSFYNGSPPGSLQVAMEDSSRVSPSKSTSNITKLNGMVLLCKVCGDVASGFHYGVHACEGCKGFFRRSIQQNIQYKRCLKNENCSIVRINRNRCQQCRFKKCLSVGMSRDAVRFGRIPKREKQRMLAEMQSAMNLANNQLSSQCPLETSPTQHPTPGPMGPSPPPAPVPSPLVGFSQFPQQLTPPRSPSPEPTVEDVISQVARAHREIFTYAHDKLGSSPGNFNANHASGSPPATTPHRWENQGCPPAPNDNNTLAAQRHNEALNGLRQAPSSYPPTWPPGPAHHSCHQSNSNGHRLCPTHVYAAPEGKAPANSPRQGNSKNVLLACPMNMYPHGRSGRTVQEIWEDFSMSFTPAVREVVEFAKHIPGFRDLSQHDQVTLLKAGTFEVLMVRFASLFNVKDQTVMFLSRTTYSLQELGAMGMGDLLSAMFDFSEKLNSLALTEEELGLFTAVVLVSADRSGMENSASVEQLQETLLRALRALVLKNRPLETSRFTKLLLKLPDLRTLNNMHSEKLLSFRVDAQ
TCR CD3 inh: blocks the human TCR-CD3 interaction | inhibition, % at 9.4 µM | 360,000 tested, 0.37% active | TAMRA-labeled TCR probe fluorescence, biochemical | AID 651800; in the data active = inhibition above about 19%;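 also: recombinant mutant TCR 2C K166C tagged with TAMRA read by polarization; 0% = receptor in buffer alone and 100% = receptor with positive control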
LEDGF integ inh: blocks HIV-1 LEDGF/p75-dependent DNA integration. 370,000 tested, 0.64% active. AID 743269. inhibition, % at 3.7 µM. TR-FRET IN-LEDGF/p75 DNA integration, Eu/Cy5;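 active = inhibition above the screen-wide mean plus 3 SD, cut at about 13% in these data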;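 also: signal is the Cy5 over europium emission ratio at 671 and 618 nm; 0% = plate median of compound wells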
UHRF1 binding: human UHRF1 methylated DNA binding inhibitors. UHRF1 binding to methylated oligo, TR-FRET. inhibition, % at 4.4 µM. 370,000 tested, 0.75% active; in the data active = inhibition above about 21%;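 also: UHRF1 SRA domain binding a hemimethylated CpG hairpin DNA probe; 0% = median of test compound wells and 100% = reference inhibitor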
mABHD4 FP: ABHD4 (mouse) inhibition, primary FP screen; Q8VD66; inhibition, % at 8.92 µM; 370,000 tested, 0.54% active; purified mABHD4, FP-Rh probe fluorescence polarization;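 active = inhibition exceeding the mean over every tested compound plus 3 SD, cut at about 30% in these data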;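 also: 0% = plate median of compound wells and 100% = S159A mutant with DMSO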
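Test system: mABHD4 protein; Read-out basis: % inhibition; Incubation: 45 min + 60 min at 25 °C; Repeats: single replicate; Technique: fluorescence polarization with parallel and perpendicular emission, 525/598 nm; Compound: 8.92 µM, single dose; Benchmarks: full inhibition S159A mutant plus DMSO, zero as sample-well median.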
HTRA1 inhibitor: HTRA1 (human) protease inhibition; inhibition, % at 5.96 µM; Q92743; 340,000 tested, 0.5% active; recombinant HTRA1, FP-rhodamine activity-based probe, fluorescence polarization; in the data active = inhibition above about 36%;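 also: 0% = enzyme with DMSO and 100% = wells lacking enzyme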
MBD2 inh: blocks human MBD2 binding to methylated DNA. Q9UBB5. TR-FRET, MBD2 binding to methylated oligonucleotide. inhibition, % at 4.4 µM. 370,000 tested, 0.31% active. AID 686964; in the data active = inhibition above about 13%
PRMT1 inh: PRMT1 (human) inhibition, primary screen; 370,000 tested, 1.3% active; inhibition, % at 2.79 µM; Q99873; recombinant PRMT1, activity-based probe fluorescence polarization; AID 652257;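 active = inhibition above about 21% made by adding two undisclosed values, limit read from the data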
PG9 binder: small molecules binding HIV-1 gp120 antibody PG9 | TR-FRET gp120-PG9 antibody binding | inhibition, % at 6.7 µM | 360,000 tested, 0.43% active; in the data active = inhibition above about 8.5%
rCAG binder: molecules binding r(CAG) RNA repeats. r(CAG) RNA repeat, TO-PRO-1 dye displacement fluorescence. 370,000 tested, 1.3% active. inhibition, % at 3 µM;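 active = inhibition above the plate cutoff, the mean of all test compounds on that plate plus 3 SD, cut at about 35% in these data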;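 also: 0% = DMSO alone and 100% = 100 µM mitoxantrone as full dye displacement; higher means more dye released from RNA so lower well fluorescence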
Starred values were filed as active, the others as inactive; . = not tested or not shown.

SMILES,Rev-erbA mod,TCR CD3 inh,LEDGF integ inh,UHRF1 binding,mABHD4 FP,HTRA1 inhibitor,MBD2 inh,PRMT1 inh,PG9 binder,rCAG binder
O=C1NCCN(Cc2cccc(Oc3ccccc3)c2)C1CC(=O)N1CCCCO1 (stereo not drawn),2.6,0.9,0.8,0.2,-2.0,-6.7,-8.7,-3.0,0.6,-7.5
CCNC(=S)N/N=C/c1ccc(OCc2ccc(C(=O)OC)cc2)cc1,-2.9,2.2,1.8,-0.3,-3.0,-1.5,-3.0,-1.0,1.2,2.8
CCN(CC(=O)Nc1ccc(NC(C)=O)cc1)C(=O)c1cccc(N2C(=O)c3ccccc3C2=O)c1,-4.2,-9.1,-7.2,1.2,3.9,2.1,5.5,1.0,-0.8,-1.4
COc1cc(OC)cc(C(=O)Nc2cccc(NC(=O)c3cccs3)c2)c1,0.7,2.6,-2.9,2.1,-24.6,-62.8,-0.6,0.2,0.1,9.0
Cc1ccc(S(=O)(=O)N2CCN(C(=O)c3cc4c(s3)CCCC4)CC2)c(C)c1,-2.4,1.5,-2.0,0.0,4.1,7.8,-2.5,6.1,0.7,2.0
O=C(Nc1cccc(Cl)c1)Nc1nnc(-c2ccncc2)s1,-21.6,8.3,3.9,-3.1,-29.1,-38.7,-5.3,-1.4,-0.4,65.6*
Cc1ccc(NC(=O)C(C)N2CCN(C)CC2)cc1S(=O)(=O)N1CCOCC1 (stereo not drawn),1.8,-5.6,-2.9,1.4,0.6,-0.4,1.1,1.6,-0.3,4.2
COc1cc(CN2CCC(Cc3ccccc3)CC2)cc(OC)c1OC,-2.1,0.6,-3.1,-0.2,9.2,-1.5,1.4,0.8,-2.2,-7.9
CCN(CC)S(=O)(=O)c1ccc(NC2CCN(Cc3ccccc3)CC2)nc1,-3.9,-1.2,1.9,0.4,0.9,-4.6,-0.1,0.6,-1.4,-3.0
CCOc1cc2[nH]c(=O)n(Cc3ccccc3)c(=O)c2cc1OCC,4.4,4.0,-0.8,-0.6,2.9,-8.3,-3.5,-0.5,-0.7,-0.8

Compounds above with sulfur:
SMILES,Rev-erbA mod,TCR CD3 inh,LEDGF integ inh,UHRF1 binding,mABHD4 FP,HTRA1 inhibitor,MBD2 inh,PRMT1 inh,PG9 binder,rCAG binder
CCNC(=S)N/N=C/c1ccc(OCc2ccc(C(=O)OC)cc2)cc1,-2.9,2.2,1.8,-0.3,-3.0,-1.5,-3.0,-1.0,1.2,2.8
COc1cc(OC)cc(C(=O)Nc2cccc(NC(=O)c3cccs3)c2)c1,0.7,2.6,-2.9,2.1,-24.6,-62.8,-0.6,0.2,0.1,9.0
Cc1ccc(S(=O)(=O)N2CCN(C(=O)c3cc4c(s3)CCCC4)CC2)c(C)c1,-2.4,1.5,-2.0,0.0,4.1,7.8,-2.5,6.1,0.7,2.0
O=C(Nc1cccc(Cl)c1)Nc1nnc(-c2ccncc2)s1,-21.6,8.3,3.9,-3.1,-29.1,-38.7,-5.3,-1.4,-0.4,65.6*
Cc1ccc(NC(=O)C(C)N2CCN(C)CC2)cc1S(=O)(=O)N1CCOCC1 (stereo not drawn),1.8,-5.6,-2.9,1.4,0.6,-0.4,1.1,1.6,-0.3,4.2
CCN(CC)S(=O)(=O)c1ccc(NC2CCN(Cc3ccccc3)CC2)nc1,-3.9,-1.2,1.9,0.4,0.9,-4.6,-0.1,0.6,-1.4,-3.0

The list goes on:
SMILES,Rev-erbA mod,TCR CD3 inh,LEDGF integ inh,UHRF1 binding,mABHD4 FP,HTRA1 inhibitor,MBD2 inh,PRMT1 inh,PG9 binder,rCAG binder
Cc1ccc(S(=O)(=O)NCc2ccc(C(=O)N3CCN(c4ccccc4)CC3)cc2)cc1,-1.7,3.2,-1.7,1.7,-4.3,-3.8,-0.3,1.7,-0.6,0.8
Cc1ccc(O)c(-c2cc(C(F)(F)C(F)F)nc(-c3ccccc3)n2)c1,-0.5,5.7,1.6,-1.8,-2.0,-4.4,3.4,-0.8,-0.2,0.4
O=C(CN1CCCc2ccccc21)NC(=O)NCc1ccco1,-4.7,5.7,0.0,-2.1,4.5,-3.3,2.2,2.1,1.5,0.4
Cn1c(=O)cc(OCC(=O)N2CCCc3ccccc32)c2ccccc21,4.8,4.9,2.3,2.4,7.1,-1.9,5.4,-1.4,-0.1,-7.0
O=C(OCC(=O)c1ccc[nH]1)c1ccc(S(=O)(=O)C(F)F)cc1,7.9,-5.8,-4.1,0.5,2.8,5.4,2.9,2.3,0.0,1.2
COc1ccc(N(C(=O)c2cccnc2)S(=O)(=O)c2ccc3c(c2)n(C)c(=O)n3C)cc1,-2.9,6.2,1.3,1.4,0.7,5.3,-0.2,4.3,-1.0,0.7
CSCCC(NC(N)=O)C(=O)Nc1cccc(C#N)c1 (stereo not drawn),0.1,-1.1,2.3,3.4,-3.0,9.1,-1.9,1.0,-0.1,8.3
O=C(NC1CCCCC1)C(c1ccncc1)N(C(=O)c1csnn1)c1ccc(F)cc1 (stereo not drawn),1.6,9.4,5.2,9.4,11.1,6.5,4.7,0.9,-1.5,-0.6
CCC(C)NC(=O)Cn1cnc2sc(C)c(S(=O)(=O)N3CCN(c4ncccn4)CC3)c2c1=O (stereo not drawn),2.6,7.6,0.4,-1.4,2.0,0.8,-2.9,-0.9,-0.9,2.0
O=C(NC1CCCC1)c1cc(-c2ccccc2)on1,-4.8,9.6,4.7,-1.0,0.8,3.0,-4.9,-0.1,1.1,0.2
COc1ccc(NC(=O)N[C@H]2C=C[C@@H](CC(=O)NC3CCC3)O[C@@H]2CO)cc1,-3.4,-7.8,1.1,2.3,-11.7,.,6.9,9.4,1.2,1.0
COc1ccc(-c2cc(NC=O)c3ncc(-c4cccc(C(=O)N(C)C)c4)n3c2)cn1,-7.8,7.0,4.5,-3.6,4.0,.,-10.4,10.6,-1.0,7.4
O=C(/C=C/Nc1cccc([N+](=O)[O-])c1)c1ccco1,1.7,10.8,-0.6,-3.1,3.2,9.1,-4.7,6.1,-1.2,1.5
NC(=O)C1CCN(C(=O)CCSc2ccccc2)CC1,0.2,2.1,2.9,-1.9,-0.6,0.2,1.5,0.7,-1.0,-2.9

4 compounds from above, showing only UHRF1 binding, TCR CD3 inh and PG9 binder:
mol,UHRF1 binding,TCR CD3 inh,PG9 binder
COc1ccc(NC(=O)N[C@H]2C=C[C@@H](CC(=O)NC3CCC3)O[C@@H]2CO)cc1,2.3,-7.8,1.2
NC(=O)C1CCN(C(=O)CCSc2ccccc2)CC1,-1.9,2.1,-1.0
COc1ccc(-c2cc(NC=O)c3ncc(-c4cccc(C(=O)N(C)C)c4)n3c2)cn1,-3.6,7.0,-1.0
O=C(/C=C/Nc1cccc([N+](=O)[O-])c1)c1ccco1,-3.1,10.8,-1.2

This is a subset (hit frequency here may not be typical).
